Bioassay records from PubChem.
CRE-bla Fsk: Cell signaling CRE-BLA (Fsk stim); CHO CRE-bla reporter (cAMP response element driving beta-lactamase), forskolin EC10, beta-lactamase ratio; AID 662, 2007; actives 2.5% (n = 71,000); Potency, µM (series often up to 38.2 µM), inactives show at the top dose activity change, negative = inhibition, hits mostly activators; active means well fitted activation curve with a large enough effect in the signal ratio, with a control signal flat, not every such curve was filed as active; inconclusive means small, poorly fitted or top-dose-only effect, or effect the other way, or a change in a side signal; the % refers to the signal ratio; further: potency means the concentration at half of the fitted maximal effect; % of control where 0% means no effect
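Using CellSensor CRE-bla CHO cells in Opti-MEM with 0.5% dialyzed FBS, compounds were titrated with EC10 NKH 477 for 3 h at 37 °C. CCF4 ratio (460/530 nm) gave %Activity; AC50 derived.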
Caspase-1 inhib: qHTS Assay for Allosteric/Competitive Inhibitors of Caspase-1 | P29466 | Caspase-1 enzyme, Ac-WEHD-AFC fluorogenic rate | Potency, µM (series often up to 57.5 µM), for the others: at the highest dose activity change, negative = inhibition, actives largely listed as inhibitors | actives 0.03% (n = 75,000) | AID 900, 2007;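 further: potency means the concentration at half of the fitted maximal effect; plate controls were vehicle for no effect and no substrate for full effect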
Caspase-7 inhib: qHTS Assay for Allosteric/Competitive Inhibitors of Caspase-7 | recombinant caspase-7, Ac-DEVD-AFC fluorescence rate | Potency, µM (series often up to 57.5 µM), for inactives: top-dose activity change, negative = inhibition, hits mostly inhibitors | actives 0.02% (n = 75,000) | AID 889, 2007; active means well fitted inhibition curve with a large enough effect in the main read-out, with a control signal flat, not every such curve was filed as active; inconclusive means small, poorly fitted or top-dose-only effect, or a change in a side signal; further: potency means the concentration at half of the fitted maximal effect; % of control where 0% means no effect
BRCT PPI red: qHTS Assay for Inhibitors of BRCT-Phosphoprotein Interaction (Red Fluorophore). BRCT-phosphopeptide binding, red fluorescence polarization. Potency, µM (doses to about 76.9 µM), inactives show at the top dose activity change, negative = inhibition, actives largely listed as inhibitors. actives 0.03% (n = 75,000); further: on the % scale 0 is the no-effect control and ±100 the full control effect
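Fluorescence polarization: 100 nM His-tagged BRCA1 BRCT with 100 nM TAMRA-labelled phospho-BACH1 decapeptide, phosphate buffer pH 7.3 with 150 mM NaCl, DTT, 0.01% Tween 20; 12 min RT. Binding inhibition seen as FP decrease.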
Tau filament bind: qHTS Assay for Tau Filament Binding; Microtubule-associated protein tau (Homo sapiens), P10636; recombinant tau filaments, thioflavin S fluorescence, 15 h; filaments grown with octadecylsulfate alongside compound; Potency, µM (series often up to 57.1 µM), for the others: top-dose activity change, negative = inhibition; actives 2% (n = 71,000); AID 596, 2007;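 further: potency means the concentration at half of the fitted maximal effect; on the % scale 0 is the no-effect control and ±100 the full control effect; actives lower thioflavin S fluorescence by blocking filaments or displacing dye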
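ThS-based fibril read: tau 1 uM final, inducer ODS 30 uM final, 37 C for 15 h, ex 450/em 510 nm.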
ERK AVP inh: qHTS Assay for Inhibitors of the ERK Signaling Pathway using a Homogeneous Screening Assay; HEK293-V1b, vasopressin-stimulated pERK AlphaScreen; Potency, µM (highest dose often 57.5 µM), for inactives: at the highest dose activity, negative = inhibition, hits mostly inhibitors; actives 0.99% (n = 72,000); further: potency means the concentration at half of the fitted maximal effect; on the % scale 0 is the no-effect control and ±100 the full control effect; nearly all actives have a fitted effect of over 55% in size
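V1b-HEK293 cells; cpd 30 min 37C; 25 nM vasopressin 5 min; lyse 10 min; AlphaScreen beads 5 hr RT. Normalized to DMSO basal and 25 nM vasopressin; AC50 by Hill fit.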
USP2a inhib: qHTS Assay for Inhibitors of Ubiquitin-specific Protease USP2a; actives 0.1% (n = 60,000); Potency, µM (doses to about 38.3 µM), inactives show at the top dose activity change, negative = inhibition, hits mostly inhibitors; USP2a enzymatic assay, qHTS inhibition;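 further: potency means the concentration at half of the fitted maximal effect; nearly all actives have a fitted effect of over 60% in size; plate controls were DMSO for no effect and NEM full inhibition control for full effect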
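20 nM USP2 core + cpd, 30 min RT; add 20 nM Ub-PLA2/20 uM NBD C6-HPC; read Ex460/Em535 at 0 h and 2.5 h. Normalized to NEM; qHTS curve fit/classification.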
HEK293 cAMP ctrl: qHTS Assay for Agonists of the Thyroid Stimulating Hormone Receptor: Activators of Intracellular cAMP Concentrations in Parental HEK 293. parental HEK293 CNG cAMP sensor, membrane potential fluorescence. Potency, µM (highest dose often 57.1 µM), inactives show at the top dose activation, usual class: activators. actives 2.5% (n = 73,000); further: potency means the concentration at half of the fitted maximal effect; % of control where 0% means no effect; nearly all actives have a fitted effect of over 55% in size
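Counterscreen for endogenous-receptor signalling: CNG-channel HEK 293 cells report cAMP rise by membrane depolarization. After 60 min dye equilibration with 100 uM RO 20-1724, compounds incubated 30 min before bottom-read fluorescence at 590 nm.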
BRCT PPI green: qHTS Assay for Inhibitors of BRCT-Phosphoprotein Interaction (Green Fluorophore); BRCA1 BRCT-phosphopeptide binding, green fluorescence polarization; Potency, µM (top dose mostly 76.9 µM), for inactives: at the top dose activity change, negative = inhibition, actives largely listed as inhibitors; actives 0.05% (n = 75,000); AID 875, 2007;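 further: potency means the concentration at half of the fitted maximal effect; plate controls were peptide without protein for full effect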
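Compounds were incubated for 12 min at room temperature with a complex of 100 nM fluorescein-tagged pBACH1 decapeptide and 250 nM His-tagged BRCT protein. Buffer was phosphate pH 7.3 with EDTA, DTT and Tween 20. Disruption of binding lowers the polarization signal.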
FLuc inh: qHTS Assay for Inhibitors of Firefly Luciferase; Potency, µM (series often up to 57.1 µM), for inactives: top-dose activity change, negative = inhibition, usual class: inhibitors; purified firefly luciferase, luminescence, 8 min; actives 2.2% (n = 72,000); Luciferin 4-monooxygenase (Photinus pyralis), P08659; further: potency means the concentration at half of the fitted maximal effect; on the % scale 0 is the no-effect control and ±100 the full control effect; nearly all actives have a fitted effect of over 40% in size
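Compounds were tested as concentration series (qHTS) against purified P. pyralis luciferase with luciferin and 10 uM ATP in 50 mM imidazole pH 7.2, 50 mM KCl, 7 mM MgCl2, 0.01% Tween 20, 0.05% BSA. Luminescence was read after 8 min at ambient temperature.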
A350 autofl: qHTS Assay for Spectroscopic Profiling in A350 Spectral Region; Compound autofluorescence, 340/450 nm, Alexa 350 dye-equivalents; active compounds read high; max dye-equivalent concentration, M; actives 11% (n = 59,000); AID 590, 2007; in the data active means max dye-equivalent concentration above about 10 nM; inconclusive means mostly about 1.1 nM to 9.6 nM
* marks the source's active call; other numbers are inactive results; i = inactive; ? = inconclusive; . = no result given; [ ] = dose if it differs, or a comment. Unless noted, the call rests on the fitted dose curve; in most records, active means well fitted curve in the direction sought with a large enough effect; inconclusive means small, poorly fitted or top-dose-only effect, or another doubt; inactive means no such curve, though single readings can be large; an effect the other way counts as inactive or inconclusive. Compounds as they come; about 16% have a hit in one of these screens.

SMILES	CRE-bla Fsk	Caspase-1 inhib	Caspase-7 inhib	BRCT PPI red	Tau filament bind	ERK AVP inh	USP2a inhib	HEK293 cAMP ctrl	BRCT PPI green	FLuc inh	A350 autofl
Cc1ccc(C)c(NC(=O)C2CCC(C)(C(=O)O)C2(C)C)c1 (stereo unspecified)	9%[7.6 µM]	0%	1%	0.0%	3%[11.4 µM]	-12%	-2%[7.66 µM]	3%[11.4 µM]	-1.4%	-1%	.
COc1ccccc1-c1c(C)oc2c(CN3CCN(CCO)CC3)c(O)ccc2c1=O	-8%	-4%	-1%	0.6%	-2%	4%	-4%	5%	-1.5%	4%	7.6e-07M*
CCOC(=O)Nc1cc(C(=O)OC)cc(C(=O)OC)c1	?	-1%	-1%	-1.2%	37%	-4%	-3%	3%	-0.7%	3%	i
Oc1ccccc1N=Cc1ccc[nH]1	?	1%	-1%	0.9%	11%	-9%	-8%	?	-0.5%	-2%	?
CCc1ccc(N(CC(=O)NC2CCCC2)S(=O)(=O)c2c(C)noc2C)cc1	-2%	-1%	0%	-1.1%	21%	4%	.	25%	-2.5%	0%	.
CCOC(=O)c1ccc(NC(=O)CCNS(=O)(=O)c2ccc3c(c2)oc(=O)n3C)cc1	14%	1%	-1%	-2.0%	1%	7%	17%	7%	1.1%	-1%	i
C=CCn1c(SCC(=O)NC(=O)NCC(C)C)nnc1C1CCCCC1	2%	2%	-1%	1.6%	3%	-6%	5%	?	0.0%	1%	i
CCCn1c(=O)c2ccccc2n2c(SCCOc3ccc(OC)cc3)nnc12	?	3%	-2%	0.1%	0%	20%	6%	?	-1.3%	1%	i
CC(C)(C)c1cc(C(F)(F)F)nc(SCCCNC(=O)c2ccco2)n1	?	-3%	1%	0.1%	-12%	-30%	-1%	26%	-4.1%	0%	i
CC(=O)[C@H](CC(C)C)NC(=O)[C@@H](CC(C)C)NC(=O)[C@H](CC(C)C)NC(=O)OCc1ccccc1	?	-2%	-4%	-1.4%	?	21%	.	25µM*	-1.8%	-2%	.
CCC(C)Oc1cccc(C(=O)Nc2ccccc2N2CCOCC2)c1 (stereo unspecified)	17%	-1%	-4%	-0.8%	2%	0%	-18%	23%	-1.5%	-6%	i
O=C1CC(c2nc3ccccc3[nH]2)CN1c1cccc(C(F)(F)F)c1 (stereo unspecified)	?	-1%	1%	-4.2%	-14%	.	.	1%	-0.1%	1%	.
CC1(C)[C@@H]2CC[C@@](C)(C2)[C@H]1OC(=O)c1ccccc1C(=O)O	-3%[7.6 µM]	-1%[11.5 µM]	-1%[11.5 µM]	0.9%[15.4 µM]	2%[11.4 µM]	-3%[11.5 µM]	.	0%[11.4 µM]	0.0%[15.4 µM]	3%[11.4 µM]	i
CCC1CCCCN1C(=O)CSc1nnc(-c2cccs2)o1 (stereo unspecified)	-19%	0%	-2%	0.9%	-2%	10%	11%	18%	-0.4%	-16%	i
COc1nc(Nc2ccc(O)cc2)nc(OC(C(F)(F)F)C(F)(F)F)n1	25%	-1%	1%	-3.2%	-11%	2µM*	11%	-1%	-3.0%	-1%	i
c1cncc(-c2nn3c(Cn4cnc5ccccc54)nnc3s2)c1	?	0%	0%	-3.8%	-10%	-29%	5%	1%	3.0%	0%	9.3e-08M*
O=C(Nc1ccc2c(c1)nc1n2CCSC1)c1ccco1	-1%	-11%	-28%	-6.1%	-1%	-6%	8%	-18%	-2.8%	6.3µM*	i
O=C(CSc1nnc(-c2cccnc2)n1Cc1ccco1)N1CCc2ccccc21	18%	-2%	1%	0.8%	9%	-20%	.	-5%	0.2%	4%	i
CCOc1ccc(CCNC(=O)c2cccnc2N2CCCC2)cc1OCC	7%	-2%	1%	-0.1%	-6%	-13%	3%	1%	0.1%	2%	?
CC1=C(/C=C/C(C)=C/C=C/C(C)=C/C=C/C=C(C)/C=C/C=C(C)/C=C/C2=C(C)CCCC2(C)C)C(C)(C)CCC1	.	3%	-2%	-1.4%	.	15%	-6%	.	-0.7%	.	.
COc1cccc2c(=O)n(CC(=O)NC3CCCCC3)ccc12	?	5%	0%	-3.0%	3%	.	.	-7%	1.7%	2%	.
CCNc1nc(NC(C)(C)C)nc(N(CC)n2cnnc2)n1	?	2%	-1%	0.2%	-1%	-6%	3%	-2%	-4.2%	2%	i
COC(=O)c1ccc(CN(c2ccccc2OC)S(=O)(=O)c2cccs2)o1	-9%	0%	-4%	-0.5%	5%	13%	0%	?	-0.9%	3%	?
O=C(NCCCN1CCN(Cc2ccccc2)CC1)C1CCN(c2nnc(-n3cccc3)s2)CC1	-4%	1%	-1%	-0.4%	64%	?	26%	7%	-1.8%	?	i
N[C@H](Cc1ccc(O)c(I)c1)C(=O)O	2%	.	.	.	-1%	.	.	2%	.	-7%	i
SMILES	CRE-bla Fsk	Caspase-1 inhib	Caspase-7 inhib	BRCT PPI red	Tau filament bind	ERK AVP inh	USP2a inhib	HEK293 cAMP ctrl	BRCT PPI green	FLuc inh	A350 autofl
Oc1c(C(Nc2ccccn2)c2ccccn2)ccc2cccnc12 (stereo unspecified)	?	-2%	1%	0.2%	-18%	?	45%[activator]	29%	0.8%	0%	i
O=C(CC1C(=O)NCCN1C(=O)c1ccc(F)cc1)OCc1ccccc1 (stereo unspecified)	-4%	3%	1%	0.0%	-2%	6%	8%	4%	-3.9%	0%	i
COc1ccc(CCNS(=O)(=O)c2cccs2)cc1	-3%	-1%	-3%	-2.0%	-10%	-11%	-8%	2%	-0.8%	-1%	i
COc1ccc(CNC(=O)CN2CCC(C(=O)c3ccc(OC)cc3)CC2)cc1	-13%	1%	-1%	0.5%	0%	-13%	11%	?	0.5%	0%	i
CC(NC(=O)C1CCCCC1)c1ccc2c(c1)OCCO2 (stereo unspecified)	-14%	0%	0%	-0.1%	-4%	28%	-4%	-20%	0.1%	1%	i
CC(=C1C(=O)c2ccccc2C1=O)N1CCN(c2ccccn2)CC1	-11%	-4%	-5%	-1.4%	-5%	-15%	-5%	0%	-0.4%	2%	i
O=C1CC(c2cccc(Cl)c2)CC(O)=C1C=NCCCO (stereo unspecified)	8%	-1%	-5%	0.1%	-48%	12%	-2%	5%	-0.2%	2%	?
CC(C)CCOCC(=O)Oc1ccccc1C(=O)O	-4%	-9%	0%	0.4%	-8%	8%	2%	3%	-0.2%	-6%	i
Cn1c(=NC(=O)CSCC(=O)N2CCOCC2)sc2ccccc21	-4%	0%	1%	-2.7%	-4%	13%	-8%	7%	0.9%	0%	i
CCOc1cc(-c2ccc3c(c2)OCO3)cc(=O)c2c(C)oc(C)c12	-9%	-2%	0%	-1.7%	-21%	-18%	.	30%	-1.8%	0%	i
CC(=O)c1cccc(NC(=O)C2CC(=O)N(c3cccc(C)c3C)C2)c1 (stereo unspecified)	4%	-3%	1%	-0.8%	16%	1%	9%	12%	-1.1%	-1%	.
CCOc1ccccc1-c1nc(SCC(=O)O)n[nH]1	7%[7.6 µM]	2%	2%	-1.7%	7%[11.4 µM]	-24%	-3%[7.66 µM]	0%[11.4 µM]	-1.1%	2%	.
O=C1c2ccccc2C(=O)N1Cc1nc2ccccc2c(=O)n1CCCN1CCOCC1	3%	0%	4%	0.8%	-2%	-3%	1%	9%	-2.8%	1%	i
CS(=O)(=O)N(CC(=O)Nc1ccc2c(c1)OCCO2)Cc1ccccc1	-14%	1%	-2%	-0.7%	8%	-8%	0%	1%	0.0%	2%	i
CCOC(=O)C1CCN(c2c(N3CCCC(C(=O)OCC)C3)c(=O)c2=O)CC1 (stereo unspecified)	-6%	-1%	0%	-1.4%	17%	-4%	.	11%	1.6%	-7%	.
O=C(Cn1cccc1)N1CCc2ccccc21	-3%	1%	0%	0.2%	2%	?	7%	22%	1.6%	1%	i
Cc1ccccc1-c1nc(N2CCNCC2)c2ccccc2n1	-8%	-2%	-4%	-0.4%	-4%	-12%	-22%	?	-2.5%	0%[2.29 µM]	i
Cc1ncoc1C(=O)Nc1ccccc1C(N)=O	?	1%	0%	-0.4%	-4%	2%	5%	18%	-1.6%	0%	i
c1csc(-c2nn3c(-c4ccncc4)nnc3s2)c1	?	-5%	3%	0.9%	-18%	-10%	3%	-5%	-1.9%	0%	i
